# MrgX1 PAM – human MrgX1 positive allosteric modulation, primary screen; MrgX1-HEK293, Fluo-4 calcium flux, FDSS; active compounds read high; B-score at 10 µM; 310,000 tested, 0.63% active;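 active = plate-corrected calcium response at least 3 library SD above typical, normal starting fluorescence, not activating the receptor alone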;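 note: compound read alongside a low EC10 to EC30 dose of BAM8-22 agonist; peak minus trough fluorescence over baseline measured at the second addition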
# Target sequence (Q96LB2 whole entry, looked up): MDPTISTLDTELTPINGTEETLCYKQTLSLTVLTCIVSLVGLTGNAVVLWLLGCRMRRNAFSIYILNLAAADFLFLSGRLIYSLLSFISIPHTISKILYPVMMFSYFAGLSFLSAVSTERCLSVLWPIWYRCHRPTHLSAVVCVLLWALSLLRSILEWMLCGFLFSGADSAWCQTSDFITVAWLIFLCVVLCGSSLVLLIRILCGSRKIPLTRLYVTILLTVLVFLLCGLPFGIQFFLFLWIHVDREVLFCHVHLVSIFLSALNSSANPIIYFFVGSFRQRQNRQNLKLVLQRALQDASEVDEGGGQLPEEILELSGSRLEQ
# HIF act – HIF pathway transcriptional activation. activation, % at 7.5 µM (by protocol). 300,000 tested, 0.32% active. AID 1910. U2OS HRE-luciferase reporter, luminescence; normalized: DMSO 0%, desferrioxamine 100%;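 active = mean activation of at least 10% of the iron chelator positive control signal, with at least half of replicates also reaching 10%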
# RGS4 inh – human RGS4 inhibition. HEK293 M3R/RGS4 inducible, Fluo-4 calcium flux; active compounds read high; triggered by carbachol at its EC20. 310,000 tested, 0.45% active. AID 463165. P49798. B-score at 10 µM;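 active = B-score, a plate-corrected calcium signal, over three deviations above library mean, with baseline fluorescence within five deviations of library mean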;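 note: RGS4 expression induced by doxycycline in cells with stable M3 receptor; B-score is computed from the integrated fluorescence ratio over baseline after carbachol; higher B-score means a larger calcium signal and so more RGS4 inhibition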
# Target sequence (P49798 whole entry, looked up): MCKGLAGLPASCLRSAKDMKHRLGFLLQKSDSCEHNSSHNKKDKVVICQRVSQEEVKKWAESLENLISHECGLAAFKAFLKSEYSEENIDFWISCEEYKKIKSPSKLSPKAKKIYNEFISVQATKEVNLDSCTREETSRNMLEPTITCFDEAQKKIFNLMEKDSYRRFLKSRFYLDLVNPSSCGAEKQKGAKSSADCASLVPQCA
# MrgX1 agonist – agonists of human MrgX1 receptor | MrgX1-HEK293 cells, Fluo-4 calcium fluorescence, agonist mode; active compounds read high | B-score at 10 µM | 310,000 tested, 0.44% active;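 active = calcium response B-score plate-corrected fluorescence ratio at least 3 library SD, with starting fluorescence B-score inside 5 SD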
#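 Material – MrgX1-expressing HEK293 cells · Input – 15,000 cells seeded per well · Dosing – compound as first of three additions · Times – overnight seeding, then 1 h dark dye loading · Measured by – kinetic Fluo-4 NW fluorescence of intracellular calcium · Read-out – B-scored fluorescence response ratio · Benchmarks – positive and negative control wells on each plate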
# Platelet DG rel – platelet dense granule release activity; AID 1663; human platelet-rich plasma, SFLLRN dense granule ATP release, luminescence; inhibition, %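 (compounds screened at 7.5 µM in platelet-rich plasma)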; 300,000 tested, 0.22% active;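 active = mean replicate score, as percent of positive control, at or above 50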
# SKKanGAS inh – blocks kanamycin growth of S. pyogenes SKKanGAS strain | AID 1662 | BacTiter-Glo, 6 h | inhibition, % at 7.5 µM | 300,000 tested, 1.3% active;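 active = mean replicate score, as percent of positive control median, at least 50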;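 note: strain carries kanamycin resistance gene driven by streptokinase promoter and grows in 40 µg/ml kanamycin; loss of luminescence reflects streptokinase promoter inhibition or plain growth inhibition; 0% = median of DMSO wells and 100% = positive control at its reference dose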
# TRPC4 inh – TRPC4 (mouse) channel inhibition; 300,000 tested, 0.39% active; Q9QUQ5; B-score at 10 µM; HEK293 TRPC4beta/mu-opioid, DAMGO-evoked Fluo4 calcium flux; active compounds read low;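 active = B-score over 3 SD under the library average, no early fluorescence shift, positive overall ratio signal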
#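 Assay system: TRPC4beta/mu-opioid receptor HEK293 cell line; compound dosing: single concentration per test compound; detection: Fluo4 Ca2+ flux fluorescence; evaluation: per-well B score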
# RGS4 act – potentiators or activators of RGS4; AID 463111; 310,000 tested, 0.92% active; B-score at 10 µM; HEK293 M3R/inducible RGS4, carbachol calcium flux Fluo4; active compounds read low;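 active = B-score of the integrated calcium signal more than 4 SD below the library mean, with starting fluorescence not abnormally high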;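 note: negative B-score means reduced calcium response which marks RGS4 activation or potentiation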
#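 Assay system: Inducible-RGS4 HEK293 cells carrying M3 receptor | Schedule: Compound preincubation 20 min at room temperature before agonist | Signal: Kinetic calcium fluorescence imaging with Fluo4-AM dye, 2 µM | Read-out basis: B score from integrated fluorescence ratio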
# TRPC6 inhibitor – mouse TRPC6 channel inhibition; HEK293-TRPC6, membrane potential dye, ACh-evoked depolarization; active compounds read low; B-score at 10 µM; 310,000 tested, 1.1% active; AID 2553;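 active = B-score under library mean minus 3 SD, initial fluorescence not abnormally high, positive integrated signal ratio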;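 note: B-score derived from integrated fluorescence ratio over the kinetic read; more negative B-score means stronger inhibition of depolarization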
# MrgX1 antagonist – blocks BAM8-22 activation of human MrgX1 receptor. 310,000 tested, 1.3% active. Q96LB2. B-score at 10 µM. MRGX1-HEK293 calcium flux, Fluo-4, BAM8-22 antagonism; active compounds read low;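 active = calcium-response B-score plate-corrected more than 3 library SD below zero, starting fluorescence within 5 deviations, no agonist response on first addition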;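 note: peak minus trough fluorescence over baseline after final BAM8-22 challenge near maximal dose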
# TRPC6 activator – mouse TRPC6 channel activation; 310,000 tested, 0.13% active; HEK293-TRPC6 membrane potential dye fluorescence; active compounds read high; B-score at 10 µM; AID 2550;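 active = B-score of the integrated fluorescence ratio above library mean plus 3 SD, and starting fluorescence ratio within library mean plus 5 SD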;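 note: higher score means more depolarization so channel activation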
# Numbers without * were called inactive; i = inactive; x = not tested or not shown.
SMILES,MrgX1 PAM,HIF act,RGS4 inh,MrgX1 agonist,Platelet DG rel,SKKanGAS inh,TRPC4 inh,RGS4 act,TRPC6 inhibitor,MrgX1 antagonist,TRPC6 activator
COC(=O)c1cc(Br)c(=O)n(-c2cccc(F)c2)c1,i,0.1,i,i,2,3,i,i,i,i,i
CCN(/C=N/c1sc2c(c1C#N)CCCCC2)CC,i,2.2,i,i,0,1,i,i,i,i,i
CCOC(=O)c1c(-c2ccc(F)cc2)csc1NC(=O)CN1C(=O)NC2(CCCCC2C)C1=O (stereo not drawn),i,1.0,i,i,-8,28,i,i,i,i,i
O=C1c2[nH]nc(-c3ccccc3O)c2C(c2ccc(F)cc2)N1CC1CCCO1 (stereo not drawn),i,0.5,i,i,-3,-1,i,i,i,i,i
COc1ccc(CN2CCN(C(=O)C3CCC(CNS(=O)(=O)c4ccccc4)CC3)CC2)c(OC)c1OC (stereo not drawn),i,0.6,i,i,-2,-6,i,i,i,i,i
N/C(=N\OC(=O)c1cccc(F)c1)c1ccccn1,i,-2.8,i,i,7,8,i,i,i,i,i
COCCn1c(=O)[nH]c2cc(C(=O)Nc3cc(OC)c(OC)c(OC)c3)ccc2c1=O,i,0.2,i,i,-6,1,i,i,i,i,i
O=C(CSc1ccccn1)N1CCN(c2cccc(Cl)c2)CC1,i,-0.1,i,i,7,-6,i,i,i,i,i
COc1ccc(Nc2ccncc2[N+](=O)[O-])cc1,i,0.9,i,i,2,1,i,i,i,i,i
CC(=O)Nc1ccc(C(=O)OCC(=O)/C(C#N)=C(\C)N)cc1,i,-17,i,i,-1,2,i,i,i,i,i
CC(C)(C)N(NC(=O)Nc1ccc(F)cc1)C(=O)c1ccccc1,i,-0.2,i,i,-4,-2,i,i,i,i,i
CC(C)NS(=O)(=O)c1ccc(OCC(=O)Nc2ccc3c(c2)OCO3)c(Cl)c1,i,-0.1,i,i,-6,7,i,i,i,i,i
O=C(Cc1cccc(C(F)(F)F)c1)NCc1cccc(Cl)c1,i,0.2,i,i,-4,4,i,i,i,i,i
O=C(Nc1ncc(Cc2cccc(Cl)c2)s1)c1ccc([N+](=O)[O-])cc1,i,1.1,i,i,9,20,i,i,i,i,i
CCCCOC(=O)Nc1ccc(OC)cc1S(=O)(=O)N1CCOCC1,i,-0.4,i,i,-1,0,i,i,i,i,i
Cn1cccc1Cc1nnc(SCC(=O)Nc2ccc3c(c2)OCCO3)n1CCc1ccccc1,i,-0.1,i,i,3,0,i,i,i,i,i
CCn1c(CC(=O)Nc2ccc(C)cc2)nnc1SCC(=O)N1CCOCC1,i,0.1,i,i,10,-2,i,i,i,i,i
O=C1CCC(C(=O)Nc2ccc(Cl)cc2)N1 (stereo not drawn),i,0.0,i,i,-1,2,i,i,i,i,i
COC/C=C/C1=CC2=CC(=O)C(C)(OC(=O)CCC(=O)OC)C(=O)C2=CO1 (stereo not drawn),i,0.9,i,i,3,7,i,i,i,i,i
CCOC(=O)C(NC(=O)Nc1ccc(O)cc1)(c1ccccc1)C(F)(F)F (stereo not drawn),i,-0.7,i,i,-9,3,i,i,i,i,i

# Rewritten tab-delimited: part of the list above.
mol	MrgX1 PAM	HIF act	RGS4 inh	MrgX1 agonist	Platelet DG rel	SKKanGAS inh	TRPC4 inh	RGS4 act	TRPC6 inhibitor	MrgX1 antagonist	TRPC6 activator
COCCn1c(=O)[nH]c2cc(C(=O)Nc3cc(OC)c(OC)c(OC)c3)ccc2c1=O	i	0.2	i	i	-6	1	i	i	i	i	i
O=C(CSc1ccccn1)N1CCN(c2cccc(Cl)c2)CC1	i	-0.1	i	i	7	-6	i	i	i	i	i
COc1ccc(Nc2ccncc2[N+](=O)[O-])cc1	i	0.9	i	i	2	1	i	i	i	i	i
CC(=O)Nc1ccc(C(=O)OCC(=O)/C(C#N)=C(\C)N)cc1	i	-17	i	i	-1	2	i	i	i	i	i

# Structural class: those above containing a nitro group on carbon.
SMILES,MrgX1 PAM,HIF act,RGS4 inh,MrgX1 agonist,Platelet DG rel,SKKanGAS inh,TRPC4 inh,RGS4 act,TRPC6 inhibitor,MrgX1 antagonist,TRPC6 activator
COc1ccc(Nc2ccncc2[N+](=O)[O-])cc1,i,0.9,i,i,2,1,i,i,i,i,i
O=C(Nc1ncc(Cc2cccc(Cl)c2)s1)c1ccc([N+](=O)[O-])cc1,i,1.1,i,i,9,20,i,i,i,i,i

# Continuation:
SMILES,MrgX1 PAM,HIF act,RGS4 inh,MrgX1 agonist,Platelet DG rel,SKKanGAS inh,TRPC4 inh,RGS4 act,TRPC6 inhibitor,MrgX1 antagonist,TRPC6 activator
CCn1c2ccccc2c2cc(NC(=O)COC(=O)C3CCC(=O)N3)ccc21 (stereo not drawn),i,-0.2,i,i,-7,-14,i,i,i,i,i
O=C(/C=C/c1cccc([N+](=O)[O-])c1)Nc1ccc(Cl)cn1,i,1.6,i,i,-3,-11,i,i,i,i,i
CC(C)OCCCNc1ncc2c(n1)CC(c1cccs1)CC2=O (stereo not drawn),i,0.3,i,i,-9,-5,i,i,i,i,i
Clc1cccc(Cc2nn[nH]n2)c1,i,0.0,i,i,-3,-1,i,i,i,i,i
COc1cccc(NC(=S)NN=C2CCC(C(C)(C)C)CC2)c1 (stereo not drawn),i,-0.3,i,i,-6,14,i,i,i,i,i
CC(C)(C)CN1CCN(Cc2cccnc2)CC1CCO (stereo not drawn),i,-0.4,i,i,-2,14,i,i,i,i,i
COc1ccc(CCNC(=O)[C@H](C)NC(=O)[C@@H]2CSC3c4ccccc4C(=O)N32)cc1 (stereo partly drawn),i,-0.6,i,i,2,2,i,i,i,i,i
CC(C)(C)C(=O)NC1CC2CCCC(C1)N2C(=O)Nc1ccccc1Cl (stereo not drawn),i,-2.3,i,i,-2,-1,i,i,i,i,i
COC(=O)C1=CN(CC2CCCO2)C=C(C(=O)OC)C1c1ccsc1 (stereo not drawn),i,0.2,i,i,0,3,i,i,i,i,i
O=C(CSc1nnc(Cc2ccccc2)o1)c1cc(F)ccc1F,i,0.2,i,i,-11,2,i,i,i,i,i
COC(=O)C1C(=O)NC(SC)=C(C#N)C1c1ccccc1 (stereo not drawn),i,-0.2,i,i,-45,-3,i,i,i,i,i
COc1nc(OCC#N)nc(N2CCCCC2)n1,i,-0.6,i,i,12,2,i,i,i,i,i
CCOC(=O)c1[nH]c(C)c(C(=O)OCC(=O)N2c3ccccc3CC2C)c1C (stereo not drawn),i,-0.6,i,i,-3,4,i,i,i,i,i
NC(=O)c1oc2ccccc2c1NC(=O)C1CC(=O)N(c2ccccc2)C1 (stereo not drawn),i,-0.3,i,i,-11,-3,i,i,i,i,i
O=C(CSc1nc(Nc2ccccc2)nc(N2CCOCC2)n1)NC1CCCCC1,i,-0.4,i,i,-3,-1,i,i,i,i,i
CCOC(=O)c1sc(NC(=O)CSc2nnc(Cc3ccccc3)o2)c(C(=O)OCC)c1C,i,0.1,i,i,-9,9,i,i,i,i,i
C/C(CS(=O)(=O)c1ccccc1)=N\O,i,-0.1,i,i,-3,-4,i,i,i,i,i
COc1cccc(NC(=O)C(=O)N2CCOCC2)c1,i,2.4,i,i,9,5,i,i,i,i,i
CC(C)(C)C(O)(CC#CCN1CCCC1)c1ccccc1 (stereo not drawn),i,0.1,i,i,-4,x,i,-9.4*,i,i,i
Cc1cc(NS(=O)(=O)c2ccc(NC(=O)Nc3ccccc3)cc2)no1,i,-0.3,i,i,13,8,i,i,i,i,i
O=C(NC(=S)NNS(=O)(=O)c1ccccc1)c1ccc([N+](=O)[O-])cc1,i,0.0,i,i,18,4,i,i,i,i,i
Nc1cccc(NC(=O)c2cccs2)c1,i,4.6,i,i,3,4,i,i,i,i,i
CCCCN(C(=O)c1cccc(S(=O)(=O)N2CC(C)OC(C)C2)c1)c1c(N)n(CCCC)c(=O)[nH]c1=O (stereo not drawn),i,-4.2,i,i,8,-5,i,i,i,i,i
CC1(C)CC(=O)C(=CN2CCN(C(=O)c3ccco3)CC2)C(=O)C1,x,-0.4,i,x,-2,-1,i,i,i,x,i
CC1C/C(=N/N=C2/NC(=O)CS2)CC(C)(C)C1 (stereo not drawn),i,-0.4,i,i,-33,6,i,i,i,i,i
COc1cc2ccccc2cc1-c1nnc(COc2ccccc2)o1,i,-0.1,i,i,0,-13,i,i,i,i,i
CC1(c2ccc3c(c2)OCO3)NC(=O)N(CC(=O)c2ccc[nH]2)C1=O (stereo not drawn),i,-0.4,i,i,0,-6,i,i,i,i,i
Cc1c(C(=O)Oc2ccc(F)cc2)sc2ncn(Cc3cccc(F)c3)c(=O)c12,i,0.3,i,i,9,4,i,i,i,i,i
COc1ccc([N+](=O)[O-])cc1N(CC(=O)O)S(C)(=O)=O,i,-0.1,i,i,6,-12,i,i,i,i,i
COc1cccc(CN2C(=O)C3(C(C#N)=C(N)OC4=C3C(=O)CCC4)c3ccccc32)c1 (stereo not drawn),i,-0.1,i,i,-39,-3,i,i,i,i,i
CC1CCc2[nH]c3ccc(C(=O)N(C)CC(=O)Nc4cccc(F)c4)cc3c2C1 (stereo not drawn),i,0.7,i,i,-4,-9,i,i,i,i,i
Cn1c(=O)c2c(-c3ccc(OC(F)F)cc3)cc(-c3ccccc3)nc2n(C)c1=O,i,0.3,i,i,2,0,i,i,i,i,i
CSc1nnc(C2CCN(CC(=O)Nc3ccccc3N3CCOCC3)CC2)n1C(C)C,i,0.2,i,i,3,0,i,i,i,i,i
Cc1ccc(OCCOCCN2CCCC2)c(Br)c1,i,-0.6,i,i,-1,7,i,i,i,i,i
COc1cc2c(cc1NC(=O)c1cccc(S(=O)(=O)N(C)C)c1)oc1ccccc12,i,2.7,i,i,4,22,i,i,i,i,i
COc1cccc(NC(=O)COC(=O)Cc2ccccc2[N+](=O)[O-])c1,i,0.0,i,i,10,0,i,i,i,i,i
COc1ccccc1N1CCN(Cc2ccc(OC)c3ccccc23)CC1,i,0.0,i,i,4,1,i,i,i,i,i
CC(=O)NC1CC2CCCC(C1)N2C(=O)Nc1ccc(Cl)c(C(F)(F)F)c1 (stereo not drawn),i,-0.3,i,i,-3,0,i,i,i,i,i
CCCCOC1(c2ccccc2)NC(=S)NN=C1c1ccccc1 (stereo not drawn),i,0.1,i,i,4,1,i,i,i,i,i
COCc1c(C(=O)OC/C(O)=C(\C#N)c2nc3ccccc3[nH]2)oc2ccccc12,i,-0.1,i,i,-3,7,i,i,i,i,i

# Screens as filed in PubChem BioAssay.
